High-throughput results: PubChem BioAssay, Sanford-Burnham Center for Chemical Genomics
SENP7 inh: SENP7 protease inhibition. 330,000 tested, 1.5% active. inhibition, % at 5 µM. recombinant SENP7, Z-RLRGG-aminoluciferin luminescence, 40 min;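 active = inhibition above about 50% at the single test dose, limit read from the data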;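 note: plate controls were DMSO with enzyme for no effect and no enzyme buffer wells for full effect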
Target sequence (Q9BQF6 706-1050 limits assumed): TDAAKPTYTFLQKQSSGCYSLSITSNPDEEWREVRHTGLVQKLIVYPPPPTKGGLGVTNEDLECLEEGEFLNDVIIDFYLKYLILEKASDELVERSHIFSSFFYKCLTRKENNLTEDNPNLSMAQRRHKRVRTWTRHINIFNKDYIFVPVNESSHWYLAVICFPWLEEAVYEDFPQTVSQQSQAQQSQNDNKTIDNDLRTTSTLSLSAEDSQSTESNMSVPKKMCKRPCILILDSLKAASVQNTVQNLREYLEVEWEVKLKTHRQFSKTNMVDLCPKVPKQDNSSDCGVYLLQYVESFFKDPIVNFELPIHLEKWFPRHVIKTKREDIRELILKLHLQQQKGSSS
UBC13 polyUb: human UBC13 polyubiquitination inhibition; AID 485273; UBC13 polyubiquitin chain formation, TR-FRET; P61088; 330,000 tested, 0.47% active; inhibition, % at 20 µM; in the data active = inhibition above about 45%, passing the limit was not always enough; inconclusive = no clear call, values can overlap the other calls
SENP8 block-1: blocks the human protease SENP8; Q96LD8; purified SENP8, Z-RLRGG-aminoluciferin cleavage, luminescence; inhibition, % at 10 µM; 330,000 tested, 1.2% active; AID 2540; in the data active = inhibition above about 50%
SENP6 inh: SENP6 protease inhibition; Q9GZR1; Recombinant SENP6 catalytic domain, aminoluciferin luminescence; inhibition, % at 10 µM; 330,000 tested, 1.8% active;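 active = inhibition above about 50% at the single tested dose, limit read from the data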;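 note: plate controls were DMSO wells with enzyme for no effect and DMSO wells lacking enzyme for full effect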
Target sequence (Q9GZR1 628-1112 limits assumed): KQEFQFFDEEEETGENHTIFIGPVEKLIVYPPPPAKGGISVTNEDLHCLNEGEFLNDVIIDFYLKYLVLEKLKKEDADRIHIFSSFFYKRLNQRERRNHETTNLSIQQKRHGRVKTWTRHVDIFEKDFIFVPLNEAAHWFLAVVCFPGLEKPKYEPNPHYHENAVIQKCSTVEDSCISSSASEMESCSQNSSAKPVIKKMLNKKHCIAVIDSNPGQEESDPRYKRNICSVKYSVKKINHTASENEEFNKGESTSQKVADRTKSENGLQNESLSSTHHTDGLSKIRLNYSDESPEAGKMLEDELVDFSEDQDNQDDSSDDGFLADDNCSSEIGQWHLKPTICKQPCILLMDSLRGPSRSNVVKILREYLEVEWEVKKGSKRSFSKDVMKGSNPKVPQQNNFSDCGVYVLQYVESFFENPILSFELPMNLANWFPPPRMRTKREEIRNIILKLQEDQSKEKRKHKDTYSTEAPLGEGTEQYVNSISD
SENP1 inh: SENP1 (human) catalytic domain inhibition; Q9P0U3; inhibition, % at 10 µM; 360,000 tested, 0.21% active; AID 624204; recombinant SENP1 catalytic domain, CyPet-SUMO1-YPet FRET cleavage;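 active = inhibition at least 30% at 10 µM, raw YFP signal under a set limit, fluorescence ratio 0.5 to 1.5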;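 note: 0% = enzyme with DMSO and 100% = no enzyme wells; some results filed as inactive read as strong as hits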
Target sequence (Q9P0U3 419-644 limits assumed): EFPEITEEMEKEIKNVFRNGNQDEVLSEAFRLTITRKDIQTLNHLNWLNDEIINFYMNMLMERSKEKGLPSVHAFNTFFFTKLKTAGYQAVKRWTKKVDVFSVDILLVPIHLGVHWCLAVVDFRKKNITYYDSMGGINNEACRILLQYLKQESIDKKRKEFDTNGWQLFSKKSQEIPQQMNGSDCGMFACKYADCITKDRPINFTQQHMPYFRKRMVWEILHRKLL
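Material: hSENP1 catalytic domain, recombinant; medium: Tris pH 8 with BME, BSA, NP40 and catalase; compound: single concentration of 10 µM compound, 0.5% DMSO final; technique: FRET read of cyan and yellow fluorescence; timing: 50 min enzyme reaction, room temperature, light-protected; reagent: SFCypet-SUMO1-SFYpet substrate at 25 nM; control set: no-enzyme low, enzyme-DMSO high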
SENP8 block-2: inhibitors of human SENP8 protease; 360,000 tested, 0.64% active; AID 602440; recombinant SENP8, Nedd8 substrate fluorescence; inhibition, % at 20 µM; Q96LD8; in the data active = inhibition mostly above about 40%, no sharp cut-off; inactive = mostly below about 27%
Apaf-1 inh: inhibitors of human Apaf-1 apoptosome | 330,000 tested, 0.71% active | AID 489030 | inhibition, % at 20 µM | reconstituted apoptosome caspase-3 activity, DEVD-Rh110 fluorescence; active = inhibition of at least 40% at 20 µM;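 note: plate controls were DMSO wells for no effect and DEVD-CHO caspase inhibitor wells for full effect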
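System: Apoptosome proteins | Medium: Hepes pH 7.5 with detergent and BSA | Also added: Cytochrome c trigger plus (Z-DEVD)2-Rh110 caspase-3 substrate | Incubation: 30 min compound preincubation, 50 min activation, room temperature | Detection: Rhodamine 110 fluorescence at Ex 480/Em 540 nm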
APOBEC3G inh: APOBEC3G (human) deaminase inhibition; Q9HC16; recombinant A3G, ssDNA deamination FAM/TAMRA fluorescence; inhibition, % at 20 µM; 330,000 tested, 0.28% active; AID 493012;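 active = inhibition of at least 40% at 20 µM, with no more than 30% in the related APOBEC3A deaminase screen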;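 note: plate controls were DMSO wells with A3G for no effect and wells lacking A3G enzyme for full effect; some compounds called inactive have numbers as strong as hits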
An asterisk follows results filed as active; ? = inconclusive; / = not tested or not shown.

SMILES	SENP7 inh	UBC13 polyUb	SENP8 block-1	SENP6 inh	SENP1 inh	SENP8 block-2	Apaf-1 inh	APOBEC3G inh
Brc1ccc(-c2nc3ncccn3c2Nc2ccc3c(c2)OCCO3)o1	4.8	7.2	-2.1	-31.6	34.6*	-11.1	3.7	-3.1
CC(=O)Nc1ccc(C(=O)OCCC(C)C)cc1	3.7	7.7	-0.6	-10.1	1.7	33.8	2.9	-4.3
CC1CCCN(S(=O)(=O)c2ccc(NC(=O)CN3C(=O)NC(C)(c4ccccc4)C3=O)cc2)C1 (configuration not stated)	12.9	-2.5	-10.7	4.6	1.0	9.7	-0.4	-13.3
O=c1cc2c(nn1Cc1ccc(Cl)cc1Cl)-c1ccccc1CC2	3.7	1.5	-2.4	-9.8	-4.8	-37.1	23.4	-2.9
C=CCOc1nc(-c2ccccc2Cl)nc2ccccc12	4.8	-4.8	-5.9	1.3	-0.5	13.3	10.2	12.8
COc1cc2c(cc1OC)C(C)N(CCN1C(=O)c3ccccc3C1=O)CC2 (configuration not stated)	-0.8	3.1	-1.5	-12.1	2.0	11.8	1.2	-0.7
O=C(CCSc1nnc(-c2ccc(O)cc2)o1)N1CCOCC1	3.6	-0.3	-7.6	-0.1	0.9	13.1	-4.5	-4.7
Cc1ccc(S(=O)(=O)/N=C(/Nc2ccc3[nH]c(=O)[nH]c3c2)c2ccccc2)cc1	8.6	3.2	-5.4	-3.9	0.9	7.6	-1.1	-2.9
OCC1(Cc2ccccc2)CCCN(C2CCCC2)C1 (configuration not stated)	5.9	0.1	-0.9	-5.2	-4.4	0.8	-4.4	3.5
COc1ccc(Nc2nc(N3CCOCC3)nc(N3CCOCC3)n2)cc1Cl	6.3	3.0	-1.0	10.5	0.3	-65.6	-1.1	-4.8
CCN(c1ccccc1)S(=O)(=O)c1ccc(NC(=O)c2ccco2)cc1	3.0	15.3	-1.2	14.8	0.5	6.4	-13.0	-6.1
COc1ccccc1NC(=O)CCC(=O)OCc1cccc([N+](=O)[O-])c1	4.2	4.6	-1.3	-3.7	0.4	24.0	-3.8	-5.3
O=C(Nc1cccc(-c2nnc(-c3ccco3)o2)c1)C(c1ccccc1)c1ccccc1	-4.3	-18.9	-4.8	6.8	-1.9	-124.3	5.8	-1.5
O=[N+]([O-])c1ccc2c(c1)nc1n2CCN(CC2CCCO2)C1 (configuration not stated)	11.4	-4.9	2.1	19.1	1.5	3.0	7.0	-6.6
CCOC(=O)c1c(NC(=O)CSc2nnc3c(n2)[nH]c2ccc(F)cc23)sc(C(C)=O)c1C	2.3	-42.4	-2.8	1.7	2.8	9.7	6.4	-4.6

An excerpt from above in order of the SENP7 inh value, smallest number first.
| SMILES | SENP7 inh |
| --- | --- |
| O=C(Nc1cccc(-c2nnc(-c3ccco3)o2)c1)C(c1ccccc1)c1ccccc1 | -4.3 |
| CCOC(=O)c1c(NC(=O)CSc2nnc3c(n2)[nH]c2ccc(F)cc23)sc(C(C)=O)c1C | 2.3 |
| Brc1ccc(-c2nc3ncccn3c2Nc2ccc3c(c2)OCCO3)o1 | 4.8 |

Single values from the results shown.
C=CCOc1nc(-c2ccccc2Cl)nc2ccccc12 in SENP1 inh shows -0.5
O=c1cc2c(nn1Cc1ccc(Cl)cc1Cl)-c1ccccc1CC2 in SENP8 block-2 shows -37.1
Cc1ccc(S(=O)(=O)/N=C(/Nc2ccc3[nH]c(=O)[nH]c3c2)c2ccccc2)cc1 in SENP7 inh shows 8.6
O=C(Nc1cccc(-c2nnc(-c3ccco3)o2)c1)C(c1ccccc1)c1ccccc1 in SENP1 inh shows -1.9
O=[N+]([O-])c1ccc2c(c1)nc1n2CCN(CC2CCCO2)C1 (configuration not stated) in UBC13 polyUb shows -4.9
Brc1ccc(-c2nc3ncccn3c2Nc2ccc3c(c2)OCCO3)o1 in SENP8 block-2 shows -11.1

Returning to the listing; the two compounds before the break are reprinted first.
SMILES	SENP7 inh	UBC13 polyUb	SENP8 block-1	SENP6 inh	SENP1 inh	SENP8 block-2	Apaf-1 inh	APOBEC3G inh
O=[N+]([O-])c1ccc2c(c1)nc1n2CCN(CC2CCCO2)C1 (configuration not stated)	11.4	-4.9	2.1	19.1	1.5	3.0	7.0	-6.6
CCOC(=O)c1c(NC(=O)CSc2nnc3c(n2)[nH]c2ccc(F)cc23)sc(C(C)=O)c1C	2.3	-42.4	-2.8	1.7	2.8	9.7	6.4	-4.6
O=C(C1CCC(=O)N1Cc1ccccc1Cl)N1CCN(c2ccc(F)cc2)CC1 (configuration not stated)	0.8	0.0	-1.4	6.8	0.5	13.9	4.7	-2.9
N#Cc1c(-c2ccccc2)cc(-c2ccccc2)nc1SCc1nnc(-c2ccccc2)o1	3.6	?	0.5	4.1	-2.7	-19.3	18.5	-9.5
COc1cc2sc(C)nc2cc1C	-3.9	-11.3	1.1	-9.0	0.7	23.3	-0.6	-1.5
CCOc1ccc(NC(=S)N2CCC(N(C)CCN3CCOCC3)CC2)cc1	-1.7	-17.7	-5.0	7.6	2.3	31.7	5.3	-12.0
O=C(NCc1ccco1)c1cc(-c2ccco2)on1	-8.6	-4.1	-11.2	-15.0	-0.5	9.1	-8.6	-3.2
Cc1ccc(C(=O)CN(CCCC(N)=O)C(=O)c2ccncc2)cc1	4.1	-1.7	-16.3	-2.9	0.7	2.3	7.5	-11.5
C[n+]1cn(/N=C/c2ccccc2)c2ccccc21	-4.3	-8.9	-0.5	-15.3	0.7	0.8	7.5	17.3
Cc1ccccc1-n1cc(CNC(=O)C2CCC(=O)N(C3CC3)C2)cn1 (configuration not stated)	3.3	8.4	3.9	-4.0	0.4	27.5	31.9	-4.7
CCOC(=O)CC[C@H](NC(=O)Cn1cnc2c(NCc3ccccc3)ncnc21)C(=O)OCC	-7.2	/	/	/	-1.4	11.6	20.8	-2.7
CN1CCCN(Cc2ccc(Cl)cc2Cl)CC1	-1.0	6.9	-2.4	-14.3	-0.6	9.0	-9.2	-5.5
Cc1ccc(NC(=S)NCCN2CCOCC2)cc1C	-5.5	0.4	-13.6	-11.1	4.8	12.5	-6.2	-6.4
CCCn1nc(C(=O)Nc2nnc(CC)s2)c2ccccc2c1=O	-4.5	0.3	-2.1	-9.0	1.4	11.1	-9.7	-13.5
C/C(=N\OCc1nc2ccccc2c(=O)n1/N=C/c1cc(C)cc([N+](=O)[O-])c1O)c1ccccc1	11.6	-55.2	1.6	30.2	1.7	10.9	21.1	3.5
CN(C)/C=C/C(=O)c1cnc2sccn2c1=O	6.1	5.7	2.1	-9.3	-10.1	-0.9	1.8	-9.0
CCn1cc(C(=O)NCc2cccnc2)c(=O)c2cc(F)c(N3CCN(C(=O)c4ccco4)CC3)cc21	1.1	8.2	3.8	-18.5	-0.7	-448.6	4.4	1.8
Oc1ccc(Cl)cc1C=Nc1ccc(Br)cc1	-2.3	7.0	0.7	-11.4	-13.6	-9.8	0.8	-2.9
CCOC(=O)N/N=C\c1ccc([N+](=O)[O-])s1	10.0	-3.8	14.9	27.5	7.0	27.8	7.0	-5.4
CCc1noc(C)c1C(=O)N1CCCC(N2CCN(c3ccc(F)cc3)CC2)C1 (configuration not stated)	-8.3	-8.8	-6.4	-4.1	2.1	13.5	-2.3	-8.8
CCOC(=O)C1=CNS(=O)(=O)NC1c1ccc(C#N)cc1 (configuration not stated)	0.8	/	/	/	-8.7	-95.4	15.0	-1.0
COC(=O)c1cnn(-c2ccccc2)c1/C=N/NC(=S)Nc1ccc(Cl)cc1	-9.0	-5.8	-1.5	5.6	1.7	26.2	9.5	-2.7
COc1cccc(-c2cc(C(=O)N3CCN(c4ccc(F)cc4)CC3)no2)c1	-6.9	4.1	-2.4	-17.5	-0.5	14.6	-69.0	-8.6
Cc1cccc(-n2nnnc2-c2cnccc2C(F)(F)F)c1C	1.9	3.6	-1.7	-15.6	1.1	9.5	-1.2	-0.1
CCN1CCCC1CNC(=O)C1CCCN(S(=O)(=O)c2cccc3nsnc23)C1 (configuration not stated)	-1.3	2.8	3.3	-8.7	2.3	30.2	1.3	2.1
CCC(=O)N(CCC(Cc1ccccc1)c1ccco1)Cc1ccco1 (configuration not stated)	0.8	-2.0	-12.9	2.0	-1.5	-25.0	8.8	-11.7
COc1ccc(NC(=O)c2c(OC)cccc2OC)c(OC)c1	2.5	-10.7	-6.1	-0.3	-0.7	19.5	2.5	-10.8
COc1cccc2c(=O)ccoc12	-5.7	13.6	-1.8	-2.8	-0.7	-144.4	-17.2	-2.5
Cc1cccc(C(=O)OCC(=O)N(CC(C)C)c2c(N)n(Cc3ccccc3)c(=O)[nH]c2=O)c1C	-14.7	-6.6	-1.4	-1.3	-4.6	2.8	-0.3	-9.9
CN1CC(=O)N(CC(=O)NC2CCCCC2)C1=O	-1.6	-0.8	3.1	4.7	2.2	1.2	2.8	3.2
CC(Oc1ccc2c3c(c(=O)oc2c1)CCC3)C(=O)NCCN1CCOCC1 (configuration not stated)	-7.9	1.9	-4.1	-23.3	-0.8	-230.8	-0.8	-1.6
COc1ccc(OCC(O)CN2C(=O)c3ccccc3S2(=O)=O)cc1 (configuration not stated)	8.2	-6.1	-4.1	-0.8	-0.4	14.6	6.9	9.1
Cc1cc(C(=O)CN2C(=O)NC3(CCCc4ccccc43)C2=O)c(C)n1Cc1cccs1 (configuration not stated)	14.0	-5.1	-12.6	-28.1	-4.4	14.8	23.9	-6.4
COc1ccc(NC2=NCC(Cc3ccc(Br)cc3)S2)cc1 (configuration not stated)	4.7	24.7	-8.8	-16.1	1.6	11.6	21.7	-2.0
CC(=O)NC(=S)Nc1ccc(NC(=S)NC(=O)c2ccc([N+](=O)[O-])cc2)cc1	1.8	-17.7	8.3	-2.9	2.8	20.4	-16.2	-5.4
CCOC(=O)c1ccc(NC(=O)Cn2cc3c(n2)CCC(C)C3)cc1 (configuration not stated)	-0.7	-5.7	0.9	-5.0	-2.3	0.1	5.8	5.0
O=C(NCCS(=O)(=O)NCc1ccccn1)c1ccccc1	6.9	-0.2	-4.2	-11.6	0.3	-3.7	6.7	-5.3
COc1ccc(C(=O)OCC(=O)NC2CCCC2)c(OC)c1	-6.5	2.7	-9.1	4.6	-0.8	8.6	4.2	-8.0
C=CCn1c(=O)/c(=C\c2ccsc2)s/c1=C(/C#N)C(=O)NCCN1CCOCC1	3.3	1.6	-4.3	-9.7	-14.7	-40.3	14.6	-6.4
CCOC(=O)C1(Cc2ccccc2C)CCCN(C(=O)CCc2c(C)noc2C)C1 (configuration not stated)	-0.1	-3.7	6.7	9.4	-0.6	12.9	7.4	-2.8
CCn1c(CSc2nc3ccccc3s2)nnc1SCC(=O)c1ccc(Cl)cc1	-1.4	-3.4	-8.7	-5.1	2.0	12.5	5.6	-13.5
Cc1nc(C)n(CC(=O)N2CCCC(C(=O)c3ccc(Cl)cc3C)C2)n1 (configuration not stated)	-3.9	3.1	3.0	-5.1	2.2	12.7	-6.4	-5.6
CCCc1[nH]nc2c1C(c1ccc(OC)c(Cn3nc(C)c(Br)c3C)c1)C(C#N)=C(N)O2 (configuration not stated)	4.0	7.9	2.5	5.9	1.1	15.6	20.8	-5.3
Cc1csc(C(=O)O)c1-n1cccc1	3.2	5.5	-2.4	-0.8	2.1	14.5	2.6	5.6
Clc1ccc2c(c1)C1=C(C(c3ccncc3)O2)C(c2ccc(Br)cc2)n2ncnc2N1 (configuration not stated)	4.3	4.1	-1.9	0.4	-3.4	-55.4	16.4	-6.8
O=C(CN1CCN(C(=O)C2CC2)CC1)Nc1cc(C(F)(F)F)cc(C(F)(F)F)c1	3.7	6.2	-3.1	2.3	1.5	4.6	12.4	-3.2
O=C1c2ccccc2NC(c2ccc([N+](=O)[O-])cc2)N1O (configuration not stated)	-7.4	8.8	-8.4	-3.2	2.5	21.0	1.4	-7.5
